PI4K2A inh = qHTS for small molecular inhibitors of PI4K2A; purified PI4K2A, ADP-Glo luminescence, 1 h; active compounds read low; activity change, negative = inhibition, % at 76.9 µM; 420,000 compounds, 0.13% hits; AID 1346378, 2018; in the data active = activity change below about -50%; inconclusive = mostly about -30% to -49%;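 note: -100% = wells without enzyme as full effect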
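PI4K2A activity was measured by ADP-Glo luminescence: enzyme (4 ug/mL stock) and phosphatidylinositol (1.2 mM stock) in Tris pH 7.5/MgCl2/EGTA/Triton X-100 buffer were reacted with ATP (300 microM stock) for one hour at ambient temperature.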
JMJD2A Tudor = qHTS Assay for Inhibitors of JMJD2A-Tudor Domain | Lysine-specific demethylase 4A (Homo sapiens), O75164 | AlphaScreen JMJD2A-Tudor / H3K4me3 peptide binding | Potency, µM (highest dose often 114 µM), without a hit: top-dose activity change, negative = inhibition, hits mostly inhibitors | 390,000 compounds, 4.4% hits | AID 504339, 2011; note: potency is the fitted concentration of half-maximal effect; % is set by controls: 0 for no effect and ±100 for the full control effect; nearly all actives have a fitted effect of over 50% in size
ALOX12 inh = Primary qHTS assay for inhibitors of human arachidonate 12S-lipoxygenase (ALOX12): Round 2 | purified 12hLO, xylenol orange hydroperoxide absorbance | Potency, µM (titrated, usually from 108 µM), for inactives: top-dose activity change, negative = inhibition, usual class: inhibitors | 580,000 compounds, 1.1% hits | AID 1671190, 2021; note: potency is the fitted concentration of half-maximal effect; % is set by controls: 0 for no effect and ±100 for the full control effect
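Purified human 12hLO at 150 nM in 25 mM Hepes, 0.01% Triton X-100, pH 7.0, preincubated 15 min at room temperature with compound. Reaction started with 40 uM arachidonic acid, 30 min at room temperature. Hydroperoxide measured by Fe-xylenol orange, 573/405 nm absorbance ratio.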
G9a block = qHTS Assay for Inhibitors of Histone Lysine Methyltransferase G9a. 350,000 compounds, 8.8% hits. Histone-lysine N-methyltransferase EHMT2 (Homo sapiens), Q96KQ7. Potency, µM (titrated, usually from 102 µM), for inactives: at the top dose activity, negative = inhibition, actives largely listed as inhibitors. G9a H3K9 monomethylation, AlphaScreen, 2 h; note: potency is the fitted concentration of half-maximal effect; % is set by controls: 0 for no effect and ±100 for the full control effect; nearly all actives have a fitted effect of over 75% in size
Target sequence (Q96KQ7 913-1193 limits assumed): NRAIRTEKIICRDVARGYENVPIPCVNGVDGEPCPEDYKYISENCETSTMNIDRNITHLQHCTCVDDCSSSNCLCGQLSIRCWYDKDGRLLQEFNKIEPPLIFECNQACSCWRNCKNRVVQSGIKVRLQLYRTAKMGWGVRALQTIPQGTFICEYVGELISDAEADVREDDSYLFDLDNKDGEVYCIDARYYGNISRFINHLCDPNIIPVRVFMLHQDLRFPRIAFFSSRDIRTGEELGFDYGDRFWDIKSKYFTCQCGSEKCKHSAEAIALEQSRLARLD
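Enzyme 20 nM + cpd, 15 min RT; add b-H3K9 pep 500 nM / SAM 20 uM; 2 h RT; anti-H3K9me1 Ab 0.5 ug/mL + SA donor / anti-rabbit acceptor beads 20 ug/mL each, 10 min; AlphaScreen read.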
ERG Ets-DNA blk = qHTS for Small Molecule Inhibitors of the ERG Ets/DNA interaction. fluorescence polarization, His-ERG Ets domain / labelled DNA. AID 624246, 2012. Transcriptional regulator ERG (Homo sapiens), P11308. Potency, µM (highest dose often 76.9 µM), inactives show top-dose FP activity, negative = inhibition, actives largely listed as inhibitors. 370,000 compounds, 0.028% hits; active = well fitted inhibition curve with a large enough effect in the polarisation, with a control signal flat; inconclusive = small, poorly fitted or top-dose-only effect, or effect the other way, or a change in a side signal; inactive = no such curve, though single readings can be large or run the other way; the % refers to the polarisation;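 note: polarization taken with two DNA probes labelled with fluorescein and Texas red; potency is the fitted concentration of half-maximal effect; % of control where 0% means no effect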
Target sequence (P11308 whole entry, looked up, the tested form may be a part): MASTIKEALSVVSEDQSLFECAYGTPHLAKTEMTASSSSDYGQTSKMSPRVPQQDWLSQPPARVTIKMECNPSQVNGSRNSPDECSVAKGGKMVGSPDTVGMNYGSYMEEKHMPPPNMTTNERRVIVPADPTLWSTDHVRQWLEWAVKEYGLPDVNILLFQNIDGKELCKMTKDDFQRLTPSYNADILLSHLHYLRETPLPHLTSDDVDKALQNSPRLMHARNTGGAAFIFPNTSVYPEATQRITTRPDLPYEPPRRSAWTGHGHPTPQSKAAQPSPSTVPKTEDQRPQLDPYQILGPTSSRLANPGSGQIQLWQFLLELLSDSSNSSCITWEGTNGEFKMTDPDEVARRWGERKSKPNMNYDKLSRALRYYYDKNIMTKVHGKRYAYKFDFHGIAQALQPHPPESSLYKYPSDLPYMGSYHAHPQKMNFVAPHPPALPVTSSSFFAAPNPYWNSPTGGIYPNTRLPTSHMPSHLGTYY
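His-tagged ERG Ets domain (1 uM in the protein solution; 300mM KCl, 50mM Tris-HCl, 1mM EDTA, 1mM DTT, pH 7.5) received compound, then a probe mix of 5 nM fluorescein-DNA and 100nM Texas-615-DNA. Fluorescence polarization was read for both dyes.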
BAZ2B block = qHTS Assay for Inhibitors of BAZ2B | Bromodomain adjacent to zinc finger domain protein 2B (Homo sapiens), Q9UIF8 | AID 504333, 2011 | 360,000 compounds, 4.4% hits | AlphaScreen BAZ2B-H3K14Ac peptide displacement | Potency, µM (top dose mostly 114 µM), for inactives: at the top dose activity change, negative = inhibition, hits mostly inhibitors; note: potency is the fitted concentration of half-maximal effect; % is set by controls: 0 for no effect and ±100 for the full control effect; nearly all actives have a fitted effect of over 60% in size
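AlphaScreen displacement: compounds (up to 110uM) incubated 30 min at room temperature with a preformed 50 nM BAZ2B/50 nM biotinylated H3K14Ac peptide complex in PBS pH 7.4 with Tween-20. Donor and acceptor beads at 10 ug/mL final added, 20 min light-protected before reading.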
RGS4 inh = Inhibitors of Regulator of G Protein Signaling (RGS) 4: qHTS; 390,000 compounds, 0.039% hits; Transcreener GDP fluorescence polarization, RGS4-accelerated GTP hydrolysis; Regulator of G-protein signaling 4 (Homo sapiens), P49798; Potency, µM (doses to about 114 µM), for inactives: at the highest dose activity change, negative = inhibition, most hits filed as inhibitors; note: potency is the fitted concentration of half-maximal effect; % is set by controls: 0 for no effect and ±100 for the full control effect; nearly all actives have a fitted effect of over 75% in size; some results filed as inactive show a strong effect at the top dose
Target sequence (P49798 whole entry, looked up): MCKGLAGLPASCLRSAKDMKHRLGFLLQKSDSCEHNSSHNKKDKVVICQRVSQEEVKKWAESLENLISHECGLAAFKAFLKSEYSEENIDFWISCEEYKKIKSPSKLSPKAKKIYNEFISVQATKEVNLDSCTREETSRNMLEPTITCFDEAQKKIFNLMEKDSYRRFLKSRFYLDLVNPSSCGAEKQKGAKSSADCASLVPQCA
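MLSMR compounds (23 nl, pin-transferred) preincubated 10 min at room temperature with a 500nM (2x) first reagent, then RGS4 at 900nM (2x) plus Transcreener GDP mix added; fluorescence polarization (620/688 nm) read before and after 90 min at 30 °C.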
HP1b binding inh = HTS for Inhibitors of HP1-beta Chromodomain Interactions with Methylated Histone Tails; Chromobox protein homolog 1 (Homo sapiens), P83916; AlphaScreen HP1-beta / biotin-H3K9me3 peptide binding; Potency, µM (top dose mostly 114 µM), without a hit: at the top dose activity change, negative = inhibition, hits mostly inhibitors; 390,000 compounds, 0.56% hits; AID 540317, 2011; note: potency is the fitted concentration of half-maximal effect; nearly all actives have a fitted effect of over 70% in size; inactives centre near 23
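Compound inhibition of the preformed complex between 50 nM HP1-beta and 50 nM biotinylated H3K9me3 peptide was read by AlphaScreen. Buffer was PBS pH 7.4 with 0.01% Tween-20. Incubations ran 30 min at room temperature, with 10 ug/mL donor/acceptor beads.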
GLS inhibitor = qHTS for Inhibitors of Glutaminase (GLS); Potency, µM (top dose mostly 45.5 µM), for the others: at the highest dose activity change, negative = inhibition, hits mostly inhibitors; Glutaminase kidney isoform, mitochondrial (Homo sapiens), O94925; GLS enzymatic activity, qHTS titration; 410,000 compounds, 0.21% hits; note: potency is the fitted concentration of half-maximal effect; % is set by controls: 0 for no effect and ±100 for the full control effect
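hKGA in 45 mM KH2PO4 pH 8.2, 0.02% Tween-20 with pin-transferred compounds; 1 mM L-glutamine (stock) plus glutamate oxidase/HRP/Amplex Red coupling added. Fluorescence read initially and after 30 min at RT.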
* marks the source's active call; other numbers are inactive results; ? = inconclusive; / = no result given; [ ] = remark or other dose. Unless noted, calls come from the whole dose curve; as a rule, active = well fitted curve in the direction sought with a large enough effect; inconclusive = small, poorly fitted or top-dose-only effect, or another doubt; inactive = no such curve, though single readings can be large; an effect the other way counts as inactive or inconclusive. An excerpt (hit frequency here may not be typical).

mol	PI4K2A inh	JMJD2A Tudor	ALOX12 inh	G9a block	ERG Ets-DNA blk	BAZ2B block	RGS4 inh	HP1b binding inh	GLS inhibitor
CN(C(=O)COC(=O)c1ccc2c(c1)OCCO2)c1ccccc1	0	-4%	-9%	-4%	0%	-24%	3%	38%	0%
Cc1ccc(NC(=O)CN2C(=O)NC(C)(CC(C)C)C2=O)cc1F (stereo unspecified)	-2	-11%	-4%	/	-3%	/	-29%	13%	-2%
COc1ccc(CCNC(=O)c2cnc3sc(N4CCOCC4)nn3c2=O)cc1	-1	-4%	-3%	-5%[59 µM]	-2%	-4%	19%	29%	-8%
CCOC(=O)c1sc(NC(=O)C(C)Oc2ccc(OC)cc2)c(C(=O)OCC)c1C (stereo unspecified)	-10	-25%	?	-17%[59 µM]	1%	5%	-11%	44%[activator]	-7%
COc1ccc(NC(=O)CN2C(=O)NC(C)(c3ccc4c(c3)OCO4)C2=O)cc1S(N)(=O)=O (stereo unspecified)	-3	?	-13%	/	4%	/	-3%	20%	-1%
COc1cc(C(=O)OCC(=O)NC2CC2)ccc1OCCC(C)C	-4	4%	5%	25%[12.7 µM]	-2%	0%	-3%	42%[activator]	0%
COc1ccc(Cl)cc1NC(=O)CCS(=O)(=O)c1ccc(C)cc1	2	-29%	0%	20%	6%	5%	11%	-3%	-5%
N#CCCN(C(=O)COC(=O)c1ccc(S(=O)(=O)N2CCCCCC2)cc1)c1ccccc1	3	-1%	13%	-22%[59 µM]	0%	-2%	0%	25%	-9%
N#Cc1ccc(NC(=O)COC(=O)CCc2ccc(S(=O)(=O)N3CCCCC3)cc2)cc1	-2	-12%	-24%	13%	3%	2%	25%	24%	1%
O=C(CCNS(=O)(=O)c1cccc2nsnc12)N1CC(=O)N(CCc2ccccc2)C(=O)C1	-3	-14%	0%	?	3%	10%	4%	22%	23%
O=C(O)CSc1nnc(Nc2ccccc2)n1-c1ccccc1	-3	7%[57.1 µM]	-19%	?	-7%	-1%	-14%	45%[activator]	0%
COc1cc(OC)cc(C(=O)N2CCCc3ccccc32)c1	-2	-2%	7%	19%	/	-2%	12%	29%	-1%
CCc1ccc(NCc2cc3ccc(OC)cc3n(CC(=O)Nc3ccccc3OC)c2=O)cc1	-4	?	-10%	?	1%	?	17%	-5%	1%
COc1cc2c(cc1OC)CN(CC(=O)Nc1ccc3c(c1)OCO3)CC2	-3	-15%	?	-8%	-3%	-28%	16%	6%	16%
N#C/C(=C1/CCCCCN1)c1nnc2n1CCCCC2	1	-9%	7%[57.4 µM]	15%[59 µM]	/	3%	-2%	6%	17%
Cc1ccc(C(=O)COC(=O)CN2C(=O)C3C4CCC(C4)C3C2=O)cc1[N+](=O)[O-] (stereo unspecified)	5	-24%	-7%	45µM*	-10%	2%	2%	1%	1%
O=C(NC1CC2CCCC(C1)N2Cc1cccs1)N1CCOCC1 (stereo unspecified)	1	-13%	32%[activator]	7%	-1%	8%	-3%	52%[activator]	12%
Nc1nc(NCCCN2CCOCC2)nc(Nc2cccc(F)c2)c1[N+](=O)[O-]	3	-28%	-21%	1%	11%	-12%	-14%	22%	-2%
CCOc1ccc(NC(=O)C2CC(=O)N(c3ccc(C(C)C)cc3)C2)cc1 (stereo unspecified)	3	-6%	-13%	-9%[59 µM]	-5%	-8%	16%	30%	3%
CCn1c(CNC(=O)c2ccco2)nnc1SCC(=O)c1ccc(F)cc1	-7	4%	12%	-1%	0%	4%	-16%	11%	16%
O=C(c1cn(Cc2ccccc2)nc1-c1ccc(Cl)cc1)N1CCN(c2ccccn2)CC1	0	-31%	25%	-7%[12.7 µM]	4%	-39%	17%	9%	-1%
COc1ccc(C=NN=C2c3ccccc3-c3ccccc32)cc1OC	-4	13µM*	-16%	/	-11%	/	-28%	?	-2%
COc1cc(CNc2ccc3[nH]c(=O)[nH]c3c2)ccc1OCc1ccccc1	2	-30%	-8%	32µM*	-5%	?	-3%	5%	15%
O=C(NCCC(=O)N1CCN(C(=O)c2ccco2)CC1)c1ccc(Br)cc1	8	-3%	?	-18%[12.7 µM]	11%	-3%	-42%	33%	0%
CCOc1ccccc1NC(=O)C12CC3CC(C1)CC(c1ccc(C)cc1)(C3)C2	-4	27%	-16%	49%[59 µM]	-2%	19%	-29%	85%	-2%
COc1ccc(C(=O)NCCCN=C2NS(=O)(=O)c3ccccc32)cc1	7	-8%	-8%	25%	77%[activator]	4%	-20%	9%	1%
CC1CC(C)CN(C(=O)CCS(=O)(=O)c2ccc3c(c2)NC(=O)CS3)C1 (stereo unspecified)	3	5%	13%	7%	-8%	-3%	-1%	24%	6%
O=C(O)c1ccccc1SCc1nc2ccccn2c1Br	11	-17%	1%	?	-7%	-18%	9%	8%[57 µM]	11%
Cc1cc(C)cc(NC(=O)C2CCN(c3nccs3)CC2)c1	-3	-18%	3%	9%	-11%	12%	-30%	?	1%
CCOC(=O)C1=C(CNCc2ccc(Cl)cc2)NC(=O)NC1c1ccccc1 (stereo unspecified)	0	-30%	-21%	1%[59 µM]	?	?	-8%	29%	-7%

6 entries from above, with values ahead of the structure:
PI4K2A inh	JMJD2A Tudor	ALOX12 inh	G9a block	ERG Ets-DNA blk	BAZ2B block	RGS4 inh	HP1b binding inh	GLS inhibitor	smiles
-4	13µM*	-16%	/	-11%	/	-28%	?	-2%	COc1ccc(C=NN=C2c3ccccc3-c3ccccc32)cc1OC
-3	-14%	0%	?	3%	10%	4%	22%	23%	O=C(CCNS(=O)(=O)c1cccc2nsnc12)N1CC(=O)N(CCc2ccccc2)C(=O)C1
7	-8%	-8%	25%	77%[activator]	4%	-20%	9%	1%	COc1ccc(C(=O)NCCCN=C2NS(=O)(=O)c3ccccc32)cc1
3	-28%	-21%	1%	11%	-12%	-14%	22%	-2%	Nc1nc(NCCCN2CCOCC2)nc(Nc2cccc(F)c2)c1[N+](=O)[O-]
-2	-2%	7%	19%	/	-2%	12%	29%	-1%	COc1cc(OC)cc(C(=O)N2CCCc3ccccc32)c1
-10	-25%	?	-17%[59 µM]	1%	5%	-11%	44%[activator]	-7%	CCOC(=O)c1sc(NC(=O)C(C)Oc2ccc(OC)cc2)c(C(=O)OCC)c1C (stereo unspecified)

Next section
mol	PI4K2A inh	JMJD2A Tudor	ALOX12 inh	G9a block	ERG Ets-DNA blk	BAZ2B block	RGS4 inh	HP1b binding inh	GLS inhibitor
COCCNC(=O)C1CC2Cn3c(nc4ccccc43)C2N1C (stereo unspecified)	3	-7%	1%	30%[12.7 µM]	-10%	5%	-3%	51%[activator]	0%
CCc1cc(=O)oc2cc(C)c(CN3CCCC3)c(O)c12	?	20µM*	?	45µM*	6%	18µM*	?	-51%	3%
Cc1cc2c3c(c1)C1(C(=O)N3C(C)(C)CC2C)C(C#N)=C(N)Oc2cc(O)ccc21 (stereo unspecified)	4	?	?	11%[12.7 µM]	-11%	-36%	35%	?	1%
N#C/C(=C/c1cn(CC(=O)O)c2ccccc12)C(=O)Nc1ccccc1	4	-7%	-14%	?	-2%	-28%	32%	15%	15%
Cc1ccc(NC(=O)CCNC(=O)c2ccc(Br)cc2)cc1S(=O)(=O)N1CCOCC1	0	-21%	-11%	?	-2%	0%	18%	17%	0%
O=C(NCCC1=CCCCC1)c1ccc(Cl)c(S(=O)(=O)N2CCOCC2)c1	2	-26%	-23%	-2%[12.7 µM]	1%	-5%	9%	34%	4%
O=C(Cn1c(=O)nc(-c2ccccc2)c2cc(Cl)ccc21)NCCCc1ccccc1	-2	-16%	0%	7%[59 µM]	2%	2%	4%	13%	-13%
